4-MU autofl: qHTS Assay for Spectroscopic Profiling in 4-MU Spectral Region; compound autofluorescence, 340/450 nm, 4-MU equivalents; active compounds read high; max dye-equivalent concentration, M; 11% of 59,000 active; AID 589, 2007; in the data active = max dye-equivalent concentration above about 10 nM; inconclusive = mostly about 1.1 nM to 9.6 nM
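Intrinsic fluorescence at 340/450 nm (ex/em) was read after 15 min at room temperature in pH 8.0, 100 mM Tris. Each compound concentration expressed as 4-MU-equivalent concentration from a six-point 4-MU standard series on each plate.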
Caspase-1 inhib: qHTS Assay for Allosteric/Competitive Inhibitors of Caspase-1; P29466; 0.03% of 75,000 active; Potency, µM (top dose mostly 57.5 µM), for the others: at the top dose activity change, negative = inhibition, most hits filed as inhibitors; Caspase-1 enzyme, Ac-WEHD-AFC fluorogenic rate;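 also: potency is read from the fitted curve at half-maximal effect; plate controls were vehicle for no effect and no substrate for full effect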
TexasRed autofl: qHTS Assay for Spectroscopic Profiling in Texas Red Spectral Region; Compound fluorescence, Texas Red channel, 547/618 nm; active compounds read high; max dye-equivalent concentration, M; 0.06% of 59,000 active; AID 587, 2007; in the data active = max dye-equivalent concentration above about 10 nM; inconclusive = between about 1.1 nM and that limit
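qHTS profiling of intrinsic compound fluorescence; 100 mM Tris pH 8.0; 15 min RT; ex 547 / em 618 nm; response expressed as Texas Red dye-equivalent concentration from six-point plate standard.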
HEK293 cAMP cs: qHTS Assay for Agonists of the Thyroid Stimulating Hormone Receptor: Activators of Intracellular cAMP Concentrations in Parental HEK 293 | parental HEK293 CNG cAMP sensor, membrane potential fluorescence | Potency, µM (top dose mostly 57.1 µM), for the others: top-dose activation, usual class: activators | 2.5% of 73,000 active | AID 938, 2007; also: potency is read from the fitted curve at half-maximal effect; % of control where 0% means no effect; nearly all actives have a fitted effect of over 55% in size
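Parental HEK 293 cells stably expressing a modified CNG channel (no TSHR) report cAMP rise as membrane depolarization. Membrane potential dye with 100 uM RO 20-1724 was loaded for 60 min at room temperature, then compound added for 30 min; fluorescence read at 590 nm.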
FLuc inh: qHTS Assay for Inhibitors of Firefly Luciferase. Luciferin 4-monooxygenase (Photinus pyralis), P08659. AID 411, 2009. Potency, µM (series often up to 57.1 µM), without a hit: at the highest dose activity change, negative = inhibition, usual class: inhibitors. 2.2% of 72,000 active. purified firefly luciferase, luminescence, 8 min; also: potency is read from the fitted curve at half-maximal effect; % is scaled to controls: 0 for no effect and ±100 for the full control effect; nearly all actives have a fitted effect of over 40% in size
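Substrate buffer containing 10 uM ATP (pH 7.2 imidazole, Mg2+, KCl, detergent, BSA) is dispensed, compound pinned in, then luciferase/luciferin detector mix added. After 8 min at ambient temperature, light output is measured.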
ERK AVP block: qHTS Assay for Inhibitors of the ERK Signaling Pathway using a Homogeneous Screening Assay | HEK293-V1b, vasopressin-stimulated pERK AlphaScreen | Potency, µM (titrated, usually from 57.5 µM), for the others: at the top dose activity, negative = inhibition, hits mostly inhibitors | 0.99% of 72,000 active | AID 995, 2007; also: potency is read from the fitted curve at half-maximal effect; % is scaled to controls: 0 for no effect and ±100 for the full control effect; nearly all actives have a fitted effect of over 55% in size
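qHTS, compounds titrated on V1b-expressing HEK293 cells. Preincubation 30 min at 37C, vasopressin 25 nM for 5 min, lysis 10 min, bead incubation 5 hr at room temperature.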
Caspase-7 inhib: qHTS Assay for Allosteric/Competitive Inhibitors of Caspase-7; P55210; recombinant caspase-7, Ac-DEVD-AFC fluorescence rate; Potency, µM (series often up to 57.5 µM), without a hit: at the top dose activity change, negative = inhibition, usual class: inhibitors; 0.02% of 75,000 active; AID 889, 2007; active = well fitted inhibition curve with a large enough effect in the main read-out, with a control signal flat, not every such curve was filed as active; inconclusive = small, poorly fitted or top-dose-only effect, or a change in a side signal; also: potency is read from the fitted curve at half-maximal effect; % of control where 0% means no effect
Target sequence (P55210 24-198 limits assumed): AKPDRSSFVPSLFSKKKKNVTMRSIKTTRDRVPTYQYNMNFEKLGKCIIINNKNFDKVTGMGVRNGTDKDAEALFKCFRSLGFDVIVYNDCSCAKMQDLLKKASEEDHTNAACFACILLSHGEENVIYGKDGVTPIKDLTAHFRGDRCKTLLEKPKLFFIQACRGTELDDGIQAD
Target sequence (P55210 207-303 limits assumed): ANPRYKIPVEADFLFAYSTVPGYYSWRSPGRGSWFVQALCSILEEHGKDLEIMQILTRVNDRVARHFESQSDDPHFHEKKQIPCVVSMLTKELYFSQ
Tau fil binding: qHTS Assay for Tau Filament Binding; Microtubule-associated protein tau (Homo sapiens), P10636; recombinant tau filaments, thioflavin S fluorescence, 15 h; filaments grown with octadecylsulfate alongside compound; Potency, µM (titrated, usually from 57.1 µM), for the others: top-dose activity change, negative = inhibition; 2% of 71,000 active;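 also: potency is read from the fitted curve at half-maximal effect; % is scaled to controls: 0 for no effect and ±100 for the full control effect; actives lower thioflavin S fluorescence by blocking filaments or displacing dye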
Target sequence (P10636 whole entry, looked up): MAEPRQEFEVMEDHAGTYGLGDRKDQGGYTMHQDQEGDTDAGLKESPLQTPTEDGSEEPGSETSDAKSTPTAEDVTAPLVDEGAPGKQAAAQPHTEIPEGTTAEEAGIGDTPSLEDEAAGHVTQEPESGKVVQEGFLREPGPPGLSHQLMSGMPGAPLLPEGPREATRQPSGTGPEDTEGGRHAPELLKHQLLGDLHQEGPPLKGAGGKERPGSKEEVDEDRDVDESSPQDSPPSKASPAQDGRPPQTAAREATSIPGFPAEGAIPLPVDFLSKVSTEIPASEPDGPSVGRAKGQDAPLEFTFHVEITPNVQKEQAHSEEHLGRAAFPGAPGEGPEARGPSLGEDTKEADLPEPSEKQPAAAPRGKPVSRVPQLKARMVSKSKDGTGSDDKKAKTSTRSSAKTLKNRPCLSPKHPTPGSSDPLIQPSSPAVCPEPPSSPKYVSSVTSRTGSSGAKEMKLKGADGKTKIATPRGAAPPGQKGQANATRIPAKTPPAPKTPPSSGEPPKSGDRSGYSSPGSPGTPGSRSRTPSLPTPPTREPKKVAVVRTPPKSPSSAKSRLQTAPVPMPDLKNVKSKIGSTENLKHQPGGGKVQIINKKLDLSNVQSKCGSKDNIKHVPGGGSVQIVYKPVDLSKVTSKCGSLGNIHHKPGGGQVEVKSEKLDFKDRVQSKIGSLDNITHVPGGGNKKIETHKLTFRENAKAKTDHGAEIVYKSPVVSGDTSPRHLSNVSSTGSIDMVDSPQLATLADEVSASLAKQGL
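Read-out: ThS fluorescence, 450 nm excitation/510 nm emission; lower signal marks blocked filament formation or displaced dye. Tau at 1 uM with 30 uM ODS, 10 uM ThS, 5 mM DTT, 100 mM NaCl, 10 mM HEPES pH 7.4; 15 h, 37 C.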
Fluorescein fluor: qHTS Assay for Spectroscopic Profiling in Fluorescein Spectral Region. Compound autofluorescence, 480/540 nm, fluorescein-equivalent; active compounds read high. AID 593, 2007. 0.91% of 59,000 active. max fluorescein-equivalent concentration, M; in the data active = max fluorescein-equivalent concentration above about 10 nM; inconclusive = between about 1.1 nM and that limit
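Autofluorescence profiling; 100 mM Tris, pH 8.0; incubation 15 min at RT; ex/em 480/540 nm; result as fluorescein-equivalent concentration.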
Rhodamine autofl: qHTS Assay for Spectroscopic Profiling in Rhodamine Spectral Region | Rhodamine-region fluorescence, 547/598 nm, Tris buffer; active compounds read high | max dye-equivalent concentration, M | 0.05% of 59,000 active; in the data active = max dye-equivalent concentration above about 11 nM; inconclusive = between about 1.1 nM and that limit
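Compounds in 100 mM Tris buffer, pH 8.0, were incubated 15 min at room temperature, then read at 547 nm excitation and 598 nm emission. Fluorescence was normalized against a per-plate six-point rhodamine standard curve as dye-equivalent concentration.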
A350 fluor: qHTS Assay for Spectroscopic Profiling in A350 Spectral Region; Compound autofluorescence, 340/450 nm, Alexa 350 dye-equivalents; active compounds read high; max dye-equivalent concentration, M; 11% of 59,000 active; AID 590, 2007; in the data active = max dye-equivalent concentration above about 10 nM; inconclusive = mostly about 1.1 nM to 9.6 nM
* = called active by the depositor; i = inactive; ? = inconclusive; nt = no result given; [ ] = remark or other dose. Unless noted, calls follow the shape of the dose curve; as a rule, active = well fitted curve in the direction sought with a large enough effect; inconclusive = small, poorly fitted or top-dose-only effect, or another doubt; inactive = no such curve, though single readings can be large; an effect the other way counts as inactive or inconclusive.

Screens in order – 4-MU autofl	Caspase-1 inhib	TexasRed autofl	HEK293 cAMP cs	FLuc inh	ERK AVP block	Caspase-7 inhib	Tau fil binding	Fluorescein fluor	Rhodamine autofl	A350 fluor
> COc1cc(OC)cc(C(=O)NCCNC(=O)c2ccccc2)c1
 : i	0.9%	i	0.0%	0.4%	4.2%	-0.1%	5.5%	i	i	i
> O=c1[nH]c(CN2CCN(CCO)CC2)nc2ccccc12
 : ?	1.1%	i	2.2%	1.4%	-11.9%	0.8%	-3.1%	?	i	?
> CCNC(=O)C1CCCN1S(=O)(=O)c1ccc(OC)cc1 (stereo not given)
 : i	0.9%	i	-17.0%	-1.2%	9.0%	0.5%	7.0%	i	i	i
> COc1ccccc1Cn1c(=S)[nH]c2cc(C(=O)NCCN3CCOCC3)ccc2c1=O
 : i	-2.9%	?	-1.0%	4.0%	-17.1%	-4.5%	-0.2%	?	i	i
> CC(NS(=O)(=O)c1ccc(F)cc1)C(c1cccs1)N1CCN(C)CC1 (stereo not given)
 : ?	-2.6%	i	11.7%	2.4%	7.3%	0.2%	-0.4%	i	i	?
> CC1CCCN(c2ccc(C(=O)NCC3CCCO3)cn2)C1 (stereo not given)
 : i	1.4%	i	-1.6%	-5.0%	-1.9%	0.4%	3.5%	i	i	i
> O=C(CSc1ccc2nnc(-c3ccc(F)cc3)n2n1)NCc1ccco1
 : 4.47e-08M*	-0.5%	?	1.9%	-1.8%	4.2%	-0.9%	-1.0%	i	i	4.61e-08M*
> O=C(Cn1ccc2ccccc2c1=O)NCCC(=O)Nc1cccnc1
 : i	0.5%	i	1.4%	-1.7%	11.1%	2.6%	-5.9%	i	i	i
> CCN1C(=Nc2ccc(Cl)cc2)SC/C1=C\C(=O)OC
 : i	-2.6%	i	?	-0.3%	27.5%	-0.3%	1.9%	i	i	i
> Cn1c(=O)c2c(nc(OC/C=C/c3ccccc3)n2C)n(C)c1=O
 : i	-1.1%	i	0.4%	1.1%	-7.8%	0.6%	4.9%	i	i	i
> CC(C)(C)CC(=O)N1CCC(c2nc3c(nnn3Cc3c(F)cccc3Cl)c(=O)[nH]2)CC1
 : i	-0.4%	?	8.0%	0.2%	-3.0%	-6.6%	19.3%	i	i	i
> O=S1(=O)NC2CCCCCN2c2ccc(F)cc21 (stereo not given)
 : 1.96e-07M*	-0.4%	i	4.2%	0.8%	11.5%	-6.0%	-8.6%	?	i	2.61e-07M*
> O=C(c1cc(C(F)(F)F)cc(C(F)(F)F)c1)N1CCC2(CCN(Cc3ccncc3)CC2)CC1
 : i	-3.0%	i	16.7%	0.8%[11.4 µM]	-20.2%	0.4%	-4.5%	i	i	i
> CCN1C(=O)[C@H]2[C@H]3[C@H](O)[C@H](O)C/C(=N/O[C@@H]4O[C@H](COC(C)=O)[C@@H](OC(C)=O)[C@H](OC(C)=O)[C@H]4OC(C)=O)[C@@H]3CC[C@@H]2C1=O
 : nt	1.5%[11.5 µM]	nt	-1.6%[11.4 µM]	-0.1%[11.4 µM]	6.4%[11.5 µM]	0.3%[11.5 µM]	nt	nt	nt	nt
> COc1ccc(C2OC(=O)CC2C(=O)N2CCN(c3cc(Cl)ccc3C)CC2)cc1OC (stereo not given)
 : nt	-3.8%	nt	26.0%	0.3%	-13.3%	-7.6%	20.9%	nt	nt	nt
> COCC(=O)N1CCC[C@@]2(CCN(Cc3ccccc3OC)C2)C1
 : i	-11.5%	i	6.6%	1.2%[11.4 µM]	-3.3%	1.8%	1.4%	i	i	i
> CC(C)OC(=O)CSc1nnc(-c2ccccn2)n1C
 : i	-1.5%	i	14.0%	-0.2%	-15.6%	-0.1%	7.0%	?	i	i
> O=C(CCCc1ccccc1)NCCCN1CCOCC1
 : nt	0.2%	nt	7.7%	-0.4%	-1.3%	-1.4%	-7.5%	nt	nt	nt
> Cc1cc2c(ccc3[nH]onc32)n1
 : i	?	i	-4.3%	-2.0%	?	?	68.6%	?	i	i
> Cc1cccc(NC(=O)CSc2nnc(-c3ccc(S(=O)(=O)N4CCOCC4)cc3)n2C)c1
 : i	2.4%	?	20.9%	-1.9%	-10.3%	-1.6%	-3.0%	i	i	i
> COc1ccccc1C1CC(c2ccc(Cl)cc2)Nc2ncnn21 (stereo not given)
 : i	-2.3%	?	?	1.4%	-5.9%	-9.0%	-11.9%	i	i	i
> O=C1c2ccccc2C(=O)N1CCCc1nc(-c2ccccn2)no1
 : i	0.4%	i	-0.5%	2.0%	-1.1%	1.0%	-3.9%	?	i	i
> CCCS(=O)(=O)N1CCCC(C(=O)NCCc2ccc(Cl)cc2)C1 (stereo not given)
 : i	-0.8%	i	9.5%	1.0%	-0.5%	-5.6%	-6.3%	i	i	i
> CC(NC(=O)c1ccccc1NC(=O)c1ccco1)c1ccccc1 (stereo not given)
 : i	-0.9%	i	27.5%	3.3%	1.5%	2.3%	256.9%	i	i	i
> OC1(c2cccnc2)CCN(Cc2nnnn2C2CCCCC2)CC1
 : i	1.4%	i	6.5%	1.7%	-5.5%	2.8%	0.0%	i	i	i
> O=C(NCc1ccccn1)c1ccc(COc2ccc(Cl)cc2)o1
 : i	-2.2%	i	11.4%	0.2%	-11.7%	-1.5%	10.5%	?	i	?
> CCn1c(SCC(=O)Nc2nccs2)nnc1-c1ccc(C)cc1
 : i	0.4%	?	7.7%	-3.2%	-12.0%	0.1%	6.5%	i	i	i
> CC1(C)OC(=O)C(=CNc2cccc(O)c2)C(=O)O1
 : i	-0.3%	i	5.0%	-13.0%	19.8%	0.2%	3.6%	i	i	i
> CN(N=O)C(=O)N[C@H]1C(O)OC(CO)[C@@H](O)[C@H]1O (stereo not given in full)
 : nt	0.3%	nt	-0.9%	2.3%	4.2%	0.4%	?	nt	nt	nt
> COc1ccc(OC)c(CN(CCCN2CCOCC2)S(=O)(=O)c2ccc(NC(C)=O)cc2)c1
 : i	-0.6%	i	-7.4%	0.0%	-8.5%	-0.3%	7.7%	i	i	i
> O=C(CCS(=O)(=O)c1ccc(Br)cc1)N1CCN(Cc2ccccc2)CC1
 : ?	0.6%	i	9.7%	1.3%	-3.8%	-1.3%	-1.9%	i	i	?
> OC[C@@H]1O[C@@H](n2cnc3c(Nc4ccccc4)ncnc32)[C@@H](O)[C@H]1O
 : i	4.2%	i	?	-11.2%	?	-0.2%	5.2%	?	i	i
> CN(CC(=O)N1CCCC1)S(=O)(=O)c1cc(Cl)ccc1Cl
 : i	0.1%	?	10.6%	-0.3%	-18.5%	2.6%	7.7%	?	i	i
> CN(C)S(=O)(=O)c1cc(C(=O)NCC2CCCO2)c(Cl)cc1Cl (stereo not given)
 : i	3.1%	i	5.3%	0.5%	-14.9%	0.2%	-6.8%	i	i	i
> CCc1ccc(C2CC(c3ccccc3)n3ncnc3N2)cc1 (stereo not given)
 : nt	-1.0%	nt	18.7%	-0.6%	31.6µM*	-2.1%	-11.6%	nt	nt	nt
> O=C(O)C1CC2(C1)CC(C(=O)O)C2 (stereo not given)
 : i	2.6%[11.5 µM]	i	10.3%[11.4 µM]	1.8%[11.4 µM]	-9.2%[11.5 µM]	0.1%[11.5 µM]	8.1%[11.4 µM]	?	i	i
> CC(=O)c1cc(-c2ccc(F)cc2)n(CCC(=O)Nc2cc(C)[nH]n2)c1C
 : i	1.4%	?	-3.2%	-0.1%	10.4%	0.3%	-4.0%	i	i	i
> CCC(=O)N(Cc1cc2cc(OC)ccc2[nH]c1=O)c1cc(C)ccc1C
 : 1.71e-07M*	-2.2%	i	?	3.5%	-7.4%	-0.6%	11.0%	i	i	1.48e-07M*
> COCC(C)n1c(SCC(=O)NC(=O)Nc2ccc3c(c2)OCCO3)nc2ccccc2c1=O (stereo not given)
 : i	-4.1%	i	11.3%	-0.8%	-9.6%	-3.0%	39.8%	i	i	i
> CCOc1nc(Oc2cccc(C(=O)O)c2)nc(Oc2cccc(C(=O)O)c2)n1
 : i	nt	i	nt	0.8%[25.5 µM]	nt	nt	nt	i	i	i

Retrieved by compound from above (2):
Screens in order – 4-MU autofl	Caspase-1 inhib	TexasRed autofl	HEK293 cAMP cs	FLuc inh	ERK AVP block	Caspase-7 inhib	Tau fil binding	Fluorescein fluor	Rhodamine autofl	A350 fluor
> CC(C)(C)CC(=O)N1CCC(c2nc3c(nnn3Cc3c(F)cccc3Cl)c(=O)[nH]2)CC1
 : i	-0.4%	?	8.0%	0.2%	-3.0%	-6.6%	19.3%	i	i	i
> O=C1c2ccccc2C(=O)N1CCCc1nc(-c2ccccn2)no1
 : i	0.4%	i	-0.5%	2.0%	-1.1%	1.0%	-3.9%	?	i	i

Only part of the results is shown. The share of hits here may be higher or lower than overall.
